MC4R antag cAMP: blocks human MC4R cAMP signaling; P32245; MC4R-expressing cells, MTII-stimulated cAMP, LANCE TR-FRET; inhibition, % at 6.5 µM; actives 0.48% (n = 360,000); AID 540295;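 active = inhibition above its plate's cutoff, the mean of tested wells on that plate plus 3 SD, cut at about 29% in these data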;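 note: 0% = Melanotan II alone and 100% = Melanotan II plus saturating MCL0020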
Target sequence (P32245 whole entry, looked up): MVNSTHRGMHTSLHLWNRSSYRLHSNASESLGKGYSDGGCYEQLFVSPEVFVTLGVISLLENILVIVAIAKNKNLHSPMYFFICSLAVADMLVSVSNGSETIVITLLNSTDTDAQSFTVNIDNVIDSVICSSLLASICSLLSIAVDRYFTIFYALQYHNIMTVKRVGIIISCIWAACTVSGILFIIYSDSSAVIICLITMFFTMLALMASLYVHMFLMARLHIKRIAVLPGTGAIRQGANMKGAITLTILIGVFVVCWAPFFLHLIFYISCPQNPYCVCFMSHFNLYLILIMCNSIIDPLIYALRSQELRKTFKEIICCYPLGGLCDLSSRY
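material = U2OS cells stably expressing human melanocortin 4 receptor (MC4R) | also added = Melanotan II challenge | dosing = single nominal compound dose of 6.5 µM | detection = TR-FRET with Eu-cAMP and labeled anti-cAMP, 671 nm | replication = singlicate | timing = compound 30 min, challenge 1 h, detection 1 h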
ABCB6 inh MLPCN: inhibitors of human ABC transporter ABCB6 | Q9NP58 | fluorescence ratio to DMSO, % at 10 µM | actives 0.19% (n = 360,000) | K562-ABCB6 porphyrin accumulation, flow cytometry, 1 h; stronger effect = lower value;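 active = fluorescence ratio to DMSO below 75%, the collection mean minus 3 SD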;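 note: signal is porphyrin accumulated inside mitochondria; 100% equals median channel fluorescence of DMSO control wells; lower ratio means ABCB6 inhibition with less porphyrin fluorescence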
aDG glyco up: increases alpha dystroglycan glycosylation; actives 0.22% (n = 360,000); activation, % at 10 µM; AID 624168; Pro5-aDG cells, alpha-DG glycosylation AlphaScreen (IIH6); 0% Pro5, 100% B10-LARGE cell signal;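 active = activation of at least 8% versus controls, or a plate z-score of at least 8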;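 note: Pro5 are CHO cells carrying HIG-tagged alpha-DG that lacks glycosylation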
m5-HT2A agonist: agonists of mouse serotonin 5-HT2A receptor (HTR2A); P35363; CHO-K1 mHTR2A beta-arrestin complementation, luminescence; percent of 30 µM serotonin response; activation, % at 7.6 µM; actives 0.66% (n = 360,000);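 active = activation above a run cutoff, the mean activation of all tested compounds plus 3 SD, cut at about 14% in these data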;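 note: 0% = plate median of compound wells and 100% = 30 µM serotonin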
Target sequence (P35363 whole entry, looked up): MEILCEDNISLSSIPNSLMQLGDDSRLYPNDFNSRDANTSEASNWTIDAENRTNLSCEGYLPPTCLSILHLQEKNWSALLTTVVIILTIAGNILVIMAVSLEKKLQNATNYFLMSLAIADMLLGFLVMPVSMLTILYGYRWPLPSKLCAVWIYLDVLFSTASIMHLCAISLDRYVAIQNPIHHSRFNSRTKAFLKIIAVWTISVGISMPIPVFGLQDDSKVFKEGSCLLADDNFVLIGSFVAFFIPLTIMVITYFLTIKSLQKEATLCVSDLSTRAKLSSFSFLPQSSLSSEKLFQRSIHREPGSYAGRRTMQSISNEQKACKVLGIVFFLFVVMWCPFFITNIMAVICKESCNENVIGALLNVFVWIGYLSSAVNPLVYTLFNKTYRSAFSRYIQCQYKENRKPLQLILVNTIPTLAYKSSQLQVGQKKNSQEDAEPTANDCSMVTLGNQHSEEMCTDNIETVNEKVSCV
hiPSC survival: increases survival of single human iPS cells; hiPSC single-cell survival, ATPlite luminescence; 100% = ROCK inhibitor wells, 0% = DMSO; survival enhancement, % at 20 µM; actives 0.044% (n = 360,000); AID 602274; in the data active = survival enhancement above about 18%;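 note: cells exposed to compounds for 16 hours before the ATP read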
Glyco luc inh: N-linked glycosylation inhibition; D54 ERlucT glycosylation luciferase reporter, 24 h; percent of 100 nM tunicamycin response; reporter increase, % at 12.5 µM; actives 0.23% (n = 360,000);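 active = mean luciferase reporter signal, scaled so untreated is 0 and the glycosylation-blocking control 100, at or above a set limit in every replicate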;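 note: luciferase carries N-glycosylation sites so blocking glycosylation raises the light; 0% = median of neutral control wells and 100% = median of 100 nM tunicamycin wells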
H9c2 protect: protects H9c2 cardiomyocytes from peroxide injury | H2O2 injury protection, ATPLite, 2 h | protection from H2O2 cell death, % at 20 µM | actives 0.63% (n = 360,000);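 active = compounds giving at least 50% protection of heart cells from peroxide-induced death in the single-dose screen, raw or plate-pattern-corrected value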;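 note: 0% = DMSO wells with peroxide and 100% = DMSO wells without peroxide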
Granule exo inh: lytic granule exocytosis inhibition. TALL-104 LAMP-1 surface exposure, flow cytometry; cells stimulated with thapsigargin and PMA. inhibition, % at 10 µM. actives 0.66% (n = 360,000). AID 651702;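 active = inhibition above about 55%, limit read from the data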
ABHD5-PLIN5 inh: blocks binding of human ABHD5 to perilipin-5. inhibition, % at 4 µM. Split G. princeps luciferase complementation, luminescence, 4 h. AID 602281. Q00G26+Q8WTS1. actives 0.78% (n = 360,000);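 active = inhibition above the mean inhibition across every tested compound plus 3 SD, cut at about 22% in these data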;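 note: 0% = DMSO only wells and the 100% control is not disclosed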
MC4R barr agon: human MC4R agonism via beta-arrestin; P32245; U2OS MC4R beta-arrestin complementation, luminescence; percent of melanotan II response, DMSO zero; activation, % at 8.9 µM; actives 0.98% (n = 360,000);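 active = activation above a per-plate cutoff, the mean activation of sample wells on that plate plus 3 SD, cut at about 8% in these data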
An asterisk follows results filed as active.

What do the screens show for `NS(=O)(=O)c1ccc(O)c(NC(=O)c2ccc([N+](=O)[O-])o2)c1`?
MC4R antag cAMP: -2; ABCB6 inh MLPCN: 100; aDG glyco up: 0.1; m5-HT2A agonist: -3; hiPSC survival: -0.4; Glyco luc inh: -3; H9c2 protect: 38; Granule exo inh: 1; ABHD5-PLIN5 inh: 0; MC4R barr agon: -2.1

What do the screens show for `COc1ccccc1N1CCN(C(=O)c2c(-c3c(Cl)cccc3Cl)noc2C)CC1`?
MC4R antag cAMP: 6; ABCB6 inh MLPCN: 91; aDG glyco up: -0.2; m5-HT2A agonist: 2; hiPSC survival: -3.3; Glyco luc inh: 2; H9c2 protect: 6; Granule exo inh: 1; ABHD5-PLIN5 inh: 3; MC4R barr agon: -1.2

What do the screens show for `O=C(N/C=C/c1ccccc1)Nc1ccc(Cl)cc1`?
MC4R antag cAMP: -3; ABCB6 inh MLPCN: 101; aDG glyco up: 0.1; m5-HT2A agonist: 2; hiPSC survival: -0.5; Glyco luc inh: 0; H9c2 protect: -1; Granule exo inh: 1; ABHD5-PLIN5 inh: -1; MC4R barr agon: -2.0

How did COc1ccc(NC(=O)CN(Cc2ccccc2)S(C)(=O)=O)cc1OC do in these assays?
MC4R antag cAMP: 16; ABCB6 inh MLPCN: 106; aDG glyco up: -0.3; m5-HT2A agonist: -4; hiPSC survival: -1.9; Glyco luc inh: 0; H9c2 protect: 5; Granule exo inh: -7; ABHD5-PLIN5 inh: -1; MC4R barr agon: -0.1

What do the screens show for `COc1cccc(-c2sc3ccc(OC)cc3c2-c2ccc(OCCN(C)C)cc2)c1`?
MC4R antag cAMP: 13; ABCB6 inh MLPCN: 90; aDG glyco up: 8.6*; m5-HT2A agonist: -7; hiPSC survival: -2.5; Glyco luc inh: -11; H9c2 protect: -11; Granule exo inh: -5; ABHD5-PLIN5 inh: 21; MC4R barr agon: 10*

What do the screens show for `COC(=O)c1coc(-c2ccc(C)cc2)c1C(=O)OC`?
MC4R antag cAMP: -4; ABCB6 inh MLPCN: 97; aDG glyco up: 4.2; m5-HT2A agonist: 3; hiPSC survival: 1.7; Glyco luc inh: 0; H9c2 protect: -7; Granule exo inh: -3; ABHD5-PLIN5 inh: -1; MC4R barr agon: -2.1

Results for CCn1cc(C2N3CC4(C)CN2CC(C)(C3)C4=O)c2ccccc21 (stereo not drawn) ?
MC4R antag cAMP: 4; ABCB6 inh MLPCN: 103; aDG glyco up: 0.3; m5-HT2A agonist: 0; hiPSC survival: -0.3; Glyco luc inh: -1; H9c2 protect: 4; Granule exo inh: 0; ABHD5-PLIN5 inh: 2; MC4R barr agon: 0.2

Results for COc1cc(O)c2c(=O)cc(-c3ccccc3)oc2c1 ?
MC4R antag cAMP: 4; ABCB6 inh MLPCN: 92; aDG glyco up: 0.1; m5-HT2A agonist: -6; hiPSC survival: -0.8; Glyco luc inh: 6; H9c2 protect: -5; Granule exo inh: 8; ABHD5-PLIN5 inh: 1; MC4R barr agon: 0.4

How did COc1ccc(C(=O)NNC(=O)COc2ccc(Cl)cc2)c(OC)c1 do in these assays?
MC4R antag cAMP: -1; ABCB6 inh MLPCN: 98; aDG glyco up: -0.3; m5-HT2A agonist: 7; hiPSC survival: 0.5; Glyco luc inh: 4; H9c2 protect: -1; Granule exo inh: 4; ABHD5-PLIN5 inh: 1; MC4R barr agon: 0.0

What do the screens show for `N#C/C(=C/c1ccccc1OCc1ccc(F)cc1)c1ccc(C(=O)O)cc1`?
MC4R antag cAMP: 10; ABCB6 inh MLPCN: 98; aDG glyco up: -0.1; m5-HT2A agonist: -2; hiPSC survival: -0.4; Glyco luc inh: 2; H9c2 protect: 6; Granule exo inh: -9; ABHD5-PLIN5 inh: -3; MC4R barr agon: -0.5

How did CCN1CCN(C(=O)c2cc3cc([N+](=O)[O-])ccc3oc2=O)CC1 do in these assays?
MC4R antag cAMP: 5; ABCB6 inh MLPCN: 97; aDG glyco up: 0.0; m5-HT2A agonist: -2; hiPSC survival: 0.1; Glyco luc inh: 3; H9c2 protect: 4; Granule exo inh: 0; ABHD5-PLIN5 inh: 2; MC4R barr agon: -1.4

How did COc1ccc(N2CCN(C(=O)c3ccc(Cn4nc(C)c([N+](=O)[O-])c4C)o3)CC2)cc1 do in these assays?
MC4R antag cAMP: -2; ABCB6 inh MLPCN: 98; aDG glyco up: 0.5; m5-HT2A agonist: 2; hiPSC survival: -0.1; Glyco luc inh: -7; H9c2 protect: -4; Granule exo inh: -3; ABHD5-PLIN5 inh: 5; MC4R barr agon: 0.0

How did COC(=O)C1=C(C)N(Cc2ccco2)C(=O)/C1=C\c1ccc([N+](=O)[O-])cc1 do in these assays?
MC4R antag cAMP: 12; ABCB6 inh MLPCN: 124; aDG glyco up: 0.5; m5-HT2A agonist: -1; hiPSC survival: -0.6; Glyco luc inh: 10; H9c2 protect: -6; Granule exo inh: 92*; ABHD5-PLIN5 inh: 70*; MC4R barr agon: -2.3

How did O=C(Cn1nnc2c(cnn2-c2ccc(F)cc2)c1=O)c1ccccc1F do in these assays?
MC4R antag cAMP: 0; ABCB6 inh MLPCN: 80; aDG glyco up: -0.1; m5-HT2A agonist: 5; hiPSC survival: -3.5; Glyco luc inh: 1; H9c2 protect: -6; Granule exo inh: -2; ABHD5-PLIN5 inh: 1; MC4R barr agon: -0.3

What do the screens show for `CCOC(=O)CN(C#N)c1nc(N(C)C)nc(N(C)C)n1`?
MC4R antag cAMP: 0; ABCB6 inh MLPCN: 101; aDG glyco up: 0.0; m5-HT2A agonist: 0; hiPSC survival: -0.1; Glyco luc inh: -4; H9c2 protect: 5; Granule exo inh: 15; ABHD5-PLIN5 inh: 1; MC4R barr agon: -2.1

What do the screens show for `Cc1ccc(CC(=O)N2CCN(c3ccc([N+](=O)[O-])cc3)CC2)cc1`?
MC4R antag cAMP: 1; ABCB6 inh MLPCN: 95; aDG glyco up: 0.5; m5-HT2A agonist: 4; hiPSC survival: 0.1; Glyco luc inh: -2; H9c2 protect: -4; Granule exo inh: 2; ABHD5-PLIN5 inh: 4; MC4R barr agon: 0.4

What do the screens show for `CCOCc1c(C(=O)NC2CCCCCC2)oc2ccccc12`?
MC4R antag cAMP: -1; ABCB6 inh MLPCN: 101; aDG glyco up: -0.1; m5-HT2A agonist: -4; hiPSC survival: 3.9; Glyco luc inh: -1; H9c2 protect: 0; Granule exo inh: 0; ABHD5-PLIN5 inh: 0; MC4R barr agon: -1.9

How did N#CCSc1ccccc1NC(=O)CN1C(=O)NC(CCc2ccccc2)C1=O (stereo not drawn) do in these assays?
MC4R antag cAMP: 10; ABCB6 inh MLPCN: 138; aDG glyco up: 0.1; m5-HT2A agonist: 3; hiPSC survival: 5.0; Glyco luc inh: -2; H9c2 protect: 0; Granule exo inh: 2; ABHD5-PLIN5 inh: -5; MC4R barr agon: -1.0

What do the screens show for `CCOc1ccc(CNC(=O)c2ccc(Sc3ccc(C)cc3)c(NC(C)=O)c2)cc1OC`?
MC4R antag cAMP: 5; ABCB6 inh MLPCN: 96; aDG glyco up: 0.1; m5-HT2A agonist: 5; hiPSC survival: -1.9; Glyco luc inh: -2; H9c2 protect: -6; Granule exo inh: -1; ABHD5-PLIN5 inh: 8; MC4R barr agon: -0.5

What do the screens show for `O=C(/C=C/c1ccc2c(c1)OCO2)N1CCOCC1`?
MC4R antag cAMP: 6; ABCB6 inh MLPCN: 87; aDG glyco up: -0.3; m5-HT2A agonist: 2; hiPSC survival: -4.6; Glyco luc inh: -2; H9c2 protect: -14; Granule exo inh: 0; ABHD5-PLIN5 inh: 4; MC4R barr agon: 0.1

Results for CCCC(=O)NC(c1ccc(N(C)C)cc1)c1c(O)ccc2ccccc12 (stereo not drawn) ?
MC4R antag cAMP: -9; ABCB6 inh MLPCN: 101; aDG glyco up: 0.1; m5-HT2A agonist: 2; hiPSC survival: 2.2; Glyco luc inh: -3; H9c2 protect: 5; Granule exo inh: 2; ABHD5-PLIN5 inh: -2; MC4R barr agon: -1.5

How did O=S(=O)(c1ccc(Br)cc1)N1CCN(Cc2ccco2)CC1 do in these assays?
MC4R antag cAMP: 1; ABCB6 inh MLPCN: 94; aDG glyco up: 0.0; m5-HT2A agonist: -7; hiPSC survival: 0.0; Glyco luc inh: -3; H9c2 protect: -6; Granule exo inh: 18; ABHD5-PLIN5 inh: -4; MC4R barr agon: -4.0

How did COc1ccc(NC(=S)NC(NC(=O)c2ccccc2Cl)C(Cl)(Cl)Cl)c([N+](=O)[O-])c1 (stereo not drawn) do in these assays?
MC4R antag cAMP: -6; ABCB6 inh MLPCN: 94; aDG glyco up: 0.1; m5-HT2A agonist: -2; hiPSC survival: 0.0; Glyco luc inh: 1; H9c2 protect: -13; Granule exo inh: -2; ABHD5-PLIN5 inh: -10; MC4R barr agon: -5.6

What do the screens show for `O=C(Cn1cnc([N+](=O)[O-])n1)c1ccccc1`?
MC4R antag cAMP: -7; ABCB6 inh MLPCN: 103; aDG glyco up: -0.1; m5-HT2A agonist: 1; hiPSC survival: -0.1; Glyco luc inh: 1; H9c2 protect: -3; Granule exo inh: -13; ABHD5-PLIN5 inh: -3; MC4R barr agon: -2.9

Results for COc1cc(C(=O)Nc2ccc(-c3nnc(-c4ccco4)o3)cc2)cc(OC)c1OC ?
MC4R antag cAMP: 13; ABCB6 inh MLPCN: 95; aDG glyco up: 0.1; m5-HT2A agonist: 2; hiPSC survival: -1.9; Glyco luc inh: 0; H9c2 protect: 17; Granule exo inh: -2; ABHD5-PLIN5 inh: 1; MC4R barr agon: 0.3

What do the screens show for `Cc1nnc(NC(=O)CC(NC(=O)C(F)(F)F)c2ccccc2)s1` (stereo not drawn)?
MC4R antag cAMP: 28; ABCB6 inh MLPCN: 99; aDG glyco up: -0.4; m5-HT2A agonist: 3; hiPSC survival: -2.8; Glyco luc inh: 2; H9c2 protect: 2; Granule exo inh: -2; ABHD5-PLIN5 inh: -3; MC4R barr agon: 0.5

What do the screens show for `O=C(Cc1ccccc1)Nc1ncccc1Cl`?
MC4R antag cAMP: 2; ABCB6 inh MLPCN: 93; aDG glyco up: -0.1; m5-HT2A agonist: 2; hiPSC survival: 0.9; Glyco luc inh: 0; H9c2 protect: 4; Granule exo inh: -9; ABHD5-PLIN5 inh: 1; MC4R barr agon: -1.6

What do the screens show for `CCn1cnc2c1c(=O)n(Cc1nnc3n1-c1ccccc1SC3)c(=O)n2Cc1ccccc1`?
MC4R antag cAMP: 4; ABCB6 inh MLPCN: 102; aDG glyco up: 0.3; m5-HT2A agonist: -2; hiPSC survival: -0.3; Glyco luc inh: 2; H9c2 protect: 15; Granule exo inh: -4; ABHD5-PLIN5 inh: 9; MC4R barr agon: -2.7

How did COc1ccc(O)c(CN2CCC(n3nccc3NC(=O)c3ccccc3Cl)CC2)c1 do in these assays?
MC4R antag cAMP: 5; ABCB6 inh MLPCN: 94; aDG glyco up: -0.1; m5-HT2A agonist: 2; hiPSC survival: 0.2; Glyco luc inh: -3; H9c2 protect: 2; Granule exo inh: -1; ABHD5-PLIN5 inh: 14; MC4R barr agon: -0.1

Screening data (PubChem)
